# Source: PubChem BioAssay
# SW480 rerep: induces DNA re-replication in SW480 colon adenocarcinoma cells. SW480 DNA re-replication, Hoechst DNA content imaging, 48 h. Potency, µM (titrated, usually from 46.1 µM), without a hit: at the highest dose re-replication activation, most hits filed as activators. 340,000 tested, 1.8% active. AID 624297; also: % of control where 0% means no effect; nearly all actives have a fitted effect of over 55% in size
#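 First, 250 cells per well were seeded. Next, compound or vehicle (23 nL) was pinned in, plates sat 48 hr at 37 C. Finally Hoechst was added for 40 min before fluorescence scanning.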
# GLP-1R inv ag: acts as inverse agonist at human GLP-1 receptor; HEK293 GLP-1R CRE-luciferase, luminescence, 24 h; GLP-1R form is constitutively active; Potency, µM (series often up to 38.3 µM), for the others: at the top dose activity change, negative = inhibition, actives largely listed as inhibitors; 410,000 tested, 1.6% active; also: % is scaled to controls: 0 for no effect and ±100 for the full control effect; nearly all actives have a fitted effect of over 55% in size
# Target sequence (P43220 whole entry, looked up): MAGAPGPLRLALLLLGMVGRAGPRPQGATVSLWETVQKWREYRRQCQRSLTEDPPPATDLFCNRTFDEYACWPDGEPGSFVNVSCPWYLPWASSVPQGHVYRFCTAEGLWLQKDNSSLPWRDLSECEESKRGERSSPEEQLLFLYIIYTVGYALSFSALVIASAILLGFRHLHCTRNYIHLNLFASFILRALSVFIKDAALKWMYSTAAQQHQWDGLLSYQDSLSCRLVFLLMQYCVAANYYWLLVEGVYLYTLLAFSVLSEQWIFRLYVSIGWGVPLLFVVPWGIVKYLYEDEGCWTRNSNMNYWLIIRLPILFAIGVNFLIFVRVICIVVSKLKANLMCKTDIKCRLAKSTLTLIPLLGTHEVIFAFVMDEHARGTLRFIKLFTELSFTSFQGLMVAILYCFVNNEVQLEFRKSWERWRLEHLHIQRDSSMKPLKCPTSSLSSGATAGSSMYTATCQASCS
#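 Constitutively active GLP-1R drives a cAMP-responsive luciferase in stably transfected HEK293 cells; test compounds are added after overnight (12 h) attachment and left 24 hr, and signal loss in luminescence marks inhibition.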
# TDP43 rescue: rescues yeast growth from TDP-43 toxicity. TDP-43 expressing yeast growth rescue, BacTiter-Glo, 24 h. 410,000 tested, 1.8% active. Potency, µM (top dose mostly 46.1 µM), for the others: at the top dose growth rescue (activation), actives largely listed as activators; also: % of control where 0% means no effect; nearly all actives have a fitted effect of over 50% in size
#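 Galactose-induced TDP-43 yeast, OD600=0.02, compound pinned; 24 hr, 30 deg C; BacTiter-Glo luminescence for growth. Inhibitors of TDP-43 toxicity read as activators.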
# KB-V1 MDR tox: KB-V1 MDR subline cytotoxicity; KB-V1 MDR cells viability, CellTiter-Glo, 72 h; Potency, µM (titrated, usually from 46.1 µM), inactives show top-dose activity change, negative = cytotoxicity, actives largely listed as cytotoxic; 400,000 tested, 3.4% active; AID 1347076; also: % is scaled to controls: 0 for no effect and ±100 for the full control effect; nearly all actives have a fitted effect of over 60% in size
#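 In this primary screen, KB-V1 cells overexpressing P-gp are incubated with library compounds (lowest to highest concentration) for 72 h at 37 degrees C before a luminescent ATP viability read.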
# HT1080-NT tox: kills 2HG-producing HT-1080-NT fibrosarcoma cells; Potency, µM (doses to about 46.1 µM), for the others: at the highest dose activity, negative = less viability, most hits filed as cytotoxic; HT-1080-NT fibrosarcoma viability, CellTiter-Glo ATP luminescence, 48 h; 360,000 tested, 1.6% active;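 also: NT is the 2HG producing partner of a matched IDH1 knockdown line; 0% = DMSO-treated cells and -100% = media-only wells without cells; nearly all actives have a fitted effect of over 55% in size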
#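 Viability by CellTiter-Glo luminescence after 48 h compound exposure at 37C of HT-1080-NT cells (750/well, RPMI, 5% FBS). % activity scaled between DMSO wells and medium-only wells, then curve-fitted and categorized by curve class.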
# KB-3-1 cytotox: kills parental KB-3-1 adenocarcinoma cells; KB-3-1 viability, CellTiter-Glo ATP luminescence, 72 h; Potency, µM (titrated, usually from 46.1 µM), without a hit: at the highest dose activity change, negative = cytotoxic, hits mostly cytotoxic; 400,000 tested, 1.4% active; AID 1347075; also: % is scaled to controls: 0 for no effect and ±100 for the full control effect; nearly all actives have a fitted effect of over 60% in size
#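 Luminescent ATP read-out (CellTiter-Glo) measures survival of drug-naive KB-3-1 cells after 72 h compound exposure at 37 °C. Titration series was screened from lowest to highest concentration, with DMSO vehicle plates as background controls.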
# HT1080 IDH1KD tx: HT-1080 IDH1 knockdown cell toxicity (counter line) | HT-1080 IDH1 knockdown viability, ATP luminescence, 48 h | Potency, µM (doses to about 46.1 µM), for the others: at the highest dose activity, negative = toxicity, most hits filed as cytotoxic | 360,000 tested, 2% active | AID 686971;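 also: 0% = DMSO wells and -100% = cell-free medium wells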
#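 Viability of IDH1-knockdown HT-1080 fibrosarcoma cells was assessed by CellTiter-Glo after 48 h at 37 °C with titrated compound; concentration-effect curves were classified by fit quality and response size.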
# HEK293 tox: cytotoxic in the GLP-1 receptor inverse agonist counter-screen | HEK293 cAMP-luciferase reporter cells, luminescence, 24 h | Potency, µM (titrated, usually from 38.3 µM), without a hit: at the highest dose activity change, negative = inhibition, actives largely listed as inhibitors | 410,000 tested, 0.13% active;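 also: loss of luciferase light is scored as toxicity; % is scaled to controls: 0 for no effect and ±100 for the full control effect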
#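 Quantitative HTS format, 1536 wells, 200 cells/uL seeded. Compounds: 23 nL, 24 h, 37 °C. Detection: luciferase reagent, luminescence at 12 min RT; decreased signal taken as cytotoxic.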
# GLP-1R agonist: activates the human GLP-1 receptor. 380,000 tested, 0.007% active. P43220. Potency, µM (highest dose often 45.6 µM), for inactives: at the highest dose activation, actives largely listed as activators. AID 624172. HEK293 GLP-1R CRE-luciferase, luminescence, 4-6 h; cells express a hypersensitive GLP-1R form; also: % of control where 0% means no effect
# Starred values were filed as active, the others as inactive; ? = inconclusive; · = not tested or not shown; [ ] = remark or other dose. Calls follow the shape of the dose curve; as a rule, active = well fitted curve in the direction sought with a large enough effect; inconclusive = small, poorly fitted or top-dose-only effect, or another doubt; inactive = no such curve, though single readings can be large; an effect the other way counts as inactive or inconclusive. Potency is read from the fitted curve at half-maximal effect.
no.	SMILES	HT1080-NT tox	GLP-1R inv ag	TDP43 rescue	GLP-1R agonist	KB-3-1 cytotox
1	O=C(/C=C/c1ccc(Cl)c(Cl)c1)n1cccn1	-29%	7%	?	-6%	0%
2	O=S(=O)(Nc1cccc(S(=O)(=O)N2CCCC2)c1)c1ccc(F)cc1	0%	-16%	17%	-9%	4%
3	CC(C)N(CCC#N)C(=O)Nc1ccc2c(c1)CCO2	10%	-4%	-1%	1%	0%
4	COc1ccc(NC(=O)C(=O)Nc2cccc3cccnc23)cc1OC	9%	25%	-11%	-10%	?
5	CCc1c(C2(O)CCCCC2)[nH]c2ccc(C(=O)OC)cc12	8%	-24%	?	16%	1%
6	COc1cc(OC)c(NC(=O)CCNC(=O)Cn2cnc3ccccc3c2=O)cc1Cl	1%	2%	-10%	2%	-11%
7	COc1cc(CNc2ccc3[nH]c(=O)[nH]c3c2)cc(Br)c1OCC(=O)NC(C)(C)C	?	43%[activator]	-4%	7%	-7%
8	CN1CCN(C(=O)c2cc(COc3ccccc3)on2)[C@@H](c2ccccc2)C1	12%	?	10%	10%	-6%
9	CCN(CC)S(=O)(=O)c1ccc(-c2nnc(SC)o2)cc1	15%	0%	12%	1%	-1%
10	Cc1cc(Cl)c(S(=O)(=O)NCc2ccccc2)cc1OCC(N)=O	4%	6%	13%	-5%	0%
11	CCOC(=O)C(NC(=O)c1ccccc1)=C1CCCCC1	-3%	?	-13%	0%	-4%
12	O=C1CC(N2CCN(Cc3ccc4c(c3)OCO4)CC2)C(=O)N1Cc1ccc(N2CCCC2=O)cc1 (stereo not given)	3%	-17%	-10%	1%	12%

no.	KB-V1 MDR tox	HT1080 IDH1KD tx	SW480 rerep	HEK293 tox
1	-8%	-16%	-1%	0%
2	?	3%	0%	8%
3	?	6%	-14%	-1%
4	-5%	22%	?	-9%
5	4%	0%	1%[9.22 µM]	1%
6	6%	-2%	-4%[9.22 µM]	78%[activator]
7	4%	?	15%	?
8	10%	21%	3%	6%
9	15µM*	5%	1%	-6%
10	3%	3%	-3%	-17%
11	?	-6%	0%	11%
12	6%	0%	-2%	-18%

# (next part)
no.	SMILES	HT1080-NT tox	GLP-1R inv ag	TDP43 rescue	GLP-1R agonist	KB-3-1 cytotox
13	O=CN(/C=C1\Sc2ccccc2C1=O)Cc1ccccc1	3%	?	?	-10%	10%
14	COc1ccc(-n2c(C)c(C(C)=O)c(C(C)=O)c2C)cc1OC	-4%	18%	-1%	12%	-2%
15	C=CCn1c(O)c(N=NC(=O)c2cccnc2)c2cc(Br)ccc21	10%	6%	13%	-1%	-15%
16	O=C(CNC(=O)C12CC3CC(CC(C3)C1)C2)OCc1ccc(F)cc1Cl	11%	?	5%	-9%	9%
17	Fc1ccc(C2CCCCN2Cc2nc(CC3CC3)no2)cc1 (stereo not given)	11%	?	-9%	0%	-5%
18	COc1ccc(C(NC(=O)C2CCN(CCOc3ccc(Cl)cc3Cl)CC2)c2ccccc2C)cn1 (stereo not given)	-7%	20%	2%	-6%	?
19	COc1cc(-c2nnc(SCC(=O)O)n2-c2ccccc2)cc(OC)c1OC	9%	4%	·	-4%	-3%
20	COc1ccc2[nH]cc(C(=O)C(=O)N3CCCCC3)c2c1	-3%	8%	-20%	-2%	-12%
21	O=C(c1cc2nc(-c3cccs3)cc(C(F)(F)F)n2n1)N1CCCc2ccccc21	5%	?	-3%	0%	0%
22	Cn1c(SCC(=O)O)nnc1C1CCCCC1	5%	8%	-20%	-1%	-6%
23	CCOc1nc(C)nc(NC(=O)NS(=O)(=O)c2ccccc2Cl)n1	-4%	13%	9%	-2%	-4%
24	O=C(O)CCN1C(=O)/C(=C\c2ccncc2)SC1=S	-6%	3%	10%	-7%	-2%

no.	KB-V1 MDR tox	HT1080 IDH1KD tx	SW480 rerep	HEK293 tox
13	2%	-16%	14%	-11%
14	0%	17%	24%	-1%
15	-23%	12%	-6%	2%
16	27%	12%	-44%	-13%
17	-21%	6%	36%	4%
18	?	23%	·	-5%
19	1%	16%	-3%	-1%
20	-7%	-7%	?	8%
21	0%	-2%	?	6%
22	10%	10%	2%	3%
23	-5%	2%	-1%	0%
24	-1%	0%	1%	6%

# Next entries
no.	SMILES	HT1080-NT tox	GLP-1R inv ag	TDP43 rescue	GLP-1R agonist	KB-3-1 cytotox
25	CCC(=O)N1CCCC1(C)C(=O)Nc1cc(OC)ccc1OC (stereo not given)	23%	9%	2%	2%	0%
26	O=C(O)c1cccc(S(=O)(=O)N2CCN(c3ccccn3)CC2)c1	6%	22%	-9%	-2%	10%
27	N#Cc1nc(-c2cccs2)oc1NCc1ccc2c(c1)OCO2	-22%	72%[activator]	28µM*	28%	-3%
28	CCN(CC(=O)Nc1ccc(NC(C)=O)cc1)c1ccc(C(F)(F)F)cn1	1%	12%	12%	3%	11%
29	O=C(c1ccc(N2CCCC2=O)cc1)N1CCCCCC1	-3%	8%	-5%	2%	0%
30	COc1ccccc1-c1nn(-c2ccccc2)cc1C(=O)NC1CC1	1%	-3%	0%	2%	5%
31	CCOC(=O)C1C(=O)NC(N2CCN(Cc3ccccc3)CC2)=NC1c1ccccc1 (stereo not given)	-11%	-24%	-27%	7%	-5%
32	CC(C)CNS(=O)(=O)c1ccc(CCC(=O)N2CCN(c3ccccc3)CC2)cc1	-14%	?	-7%	4%	-13%
33	O=C(Nc1ccc(Oc2ccc(C(=O)O)c(C(=O)O)c2)cc1)c1cccs1	14%	36%[activator]	-1%	4%	2%
34	CCOC(=O)Cn1nc(C)c(NC(=O)COc2ccccc2[N+](=O)[O-])c1C	7%	10%	24%	1%	-7%
35	CC(C)CNc1nc(N)c([N+](=O)[O-])c(NC2CCCCC2)n1	21%	8%	17%	4%	12%
36	CC(=O)Oc1ccc(C(=O)[C@H]2[C@H]3C(=O)N(c4ccc5ccccc5c4)C(=O)[C@H]3[C@@H]3C=CC=NN32)cc1	0%	16%	12%	3%	0%

no.	KB-V1 MDR tox	HT1080 IDH1KD tx	SW480 rerep	HEK293 tox
25	1%	21%	·	-6%
26	?	-1%	-5%	4%
27	0%	-26%	1%	90%[activator]
28	?	10%	-2%	41%[activator]
29	14%	0%	-4%	13%
30	8%	5%	-1%	0%
31	3%	2%	-6%	0%
32	?	-9%	-3%	3%
33	0%	16%	-3%	22%
34	-23%	14%	1%	5%
35	-5%	15%	-6%	1%
36	-25%	1%	13%	10%[1.53 µM]

# Only HEK293 tox, for 5 of the compounds above:
No.	structure	HEK293 tox
2	O=S(=O)(Nc1cccc(S(=O)(=O)N2CCCC2)c1)c1ccc(F)cc1	8%
3	CC(C)N(CCC#N)C(=O)Nc1ccc2c(c1)CCO2	-1%
4	COc1ccc(NC(=O)C(=O)Nc2cccc3cccnc23)cc1OC	-9%
5	CCc1c(C2(O)CCCCC2)[nH]c2ccc(C(=O)OC)cc12	1%
6	COc1cc(OC)c(NC(=O)CCNC(=O)Cn2cnc3ccccc3c2=O)cc1Cl	78%[activator]

# Following part.
no.	SMILES	HT1080-NT tox	GLP-1R inv ag	TDP43 rescue	GLP-1R agonist	KB-3-1 cytotox
37	COc1ccc(C(=O)N(Cc2nc(-c3ccc(C)cc3)no2)C2CCCCC2)cc1OC	?	?	13%	7%	-9%
38	O=C(NCc1ccccc1Cl)c1ccc(-n2cnc3cccnc32)cc1	·	-13%	·	9%	15%
39	Nc1nc(SCC(=O)Nc2ccc(Oc3ccccc3)cc2)n[nH]1	2%	8%	-2%	-1%	-3%
40	CC(C)Cc1ccc(S(=O)(=O)N2CCC(c3ccncc3)CC2)cc1	·	?	-7%	·	?
41	C=CCSc1nnc(-c2c[nH]c3ccccc23)n1CCOC	9%	1%	2%	-4%	0%
42	Cc1cccc(NC(=O)c2cnc3n(c2=O)CCS3)c1	8%[9.24 µM]	8%	-4%	-13%	-26%
43	CC(C)(C)C1CCc2c(sc(NC(=O)c3ccccc3F)c2C(=O)NCc2ccco2)C1 (stereo not given)	·	10%	-4%	·	-4%
44	CN(C)CCCn1c2c(c(SCC(=O)Nc3ccc4c(c3)OCO4)nc1=O)CCC2	-5%	-23%	-2%	2%	6%
45	CCOc1ccccc1CN1CCN(Cc2cn(C)nc2-c2ccccc2)CC1CCO (stereo not given)	0%	-15%	0%	-4%	-2%
46	COc1ccc(COC[C@H](C)[C@H](O)[C@@H](C)[C@H]2OC(=O)[C@@H]2C)cc1	-5%	15%	9%	6%	0%
47	CC(C)C[C@H]1CNC(=O)C(=O)N1CC1CCN(CCc2ccc(-c3ccccc3)cc2)CC1	-4%	?	-4%	1%	11%
48	Clc1ccc2nc(CN3CCCCC3)cn2c1	8%	2%	-14%	1%	7%
49	CCN(CC)Cc1oc(-c2ccccc2)cc1C(=O)O	10%	0%	-2%[9.22 µM]	-1%	-4%

no.	KB-V1 MDR tox	HT1080 IDH1KD tx	SW480 rerep	HEK293 tox
37	-14%	?	1%	5%
38	?	·	·	-5%
39	1%	1%	9%	-8%
40	-24%	·	·	0%
41	4%	-5%	2%	-4%
42	?	9%	-3%	-7%
43	1%	·	·	3%
44	25%	-13%	-39%[inhibitor]	32%[activator]
45	-5%	-19%	5%	-8%
46	-4%	-2%	?	-4%
47	-13%	2%	-30%	0%
48	-3%	4%	-3%	-17%
49	-2%	4%	-8%	-3%

# Record cards (already shown). Values in the order: HT1080-NT tox	GLP-1R inv ag	TDP43 rescue	GLP-1R agonist	KB-3-1 cytotox	KB-V1 MDR tox	HT1080 IDH1KD tx	SW480 rerep	HEK293 tox
# `CCOc1ccccc1CN1CCN(Cc2cn(C)nc2-c2ccccc2)CC1CCO` (stereo not given) across the screens: 0%	-15%	0%	-4%	-2%	-5%	-19%	5%	-8%
# `CC(C)(C)C1CCc2c(sc(NC(=O)c3ccccc3F)c2C(=O)NCc2ccco2)C1` (stereo not given) across the screens: ·	10%	-4%	·	-4%	1%	·	·	3%
